Mcl-1 Bim block: human Bim-Mcl-1 interaction inhibition. Bead-based flow cytometry, Bim peptide-Mcl-1 binding. inhibition, % at 10 µM. 190,000 compounds, 0.1% hits. AID 1009;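 also: 0% = no compound tracer wells and 100% = peptide blocker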
Target sequence (Q07820 whole entry, looked up): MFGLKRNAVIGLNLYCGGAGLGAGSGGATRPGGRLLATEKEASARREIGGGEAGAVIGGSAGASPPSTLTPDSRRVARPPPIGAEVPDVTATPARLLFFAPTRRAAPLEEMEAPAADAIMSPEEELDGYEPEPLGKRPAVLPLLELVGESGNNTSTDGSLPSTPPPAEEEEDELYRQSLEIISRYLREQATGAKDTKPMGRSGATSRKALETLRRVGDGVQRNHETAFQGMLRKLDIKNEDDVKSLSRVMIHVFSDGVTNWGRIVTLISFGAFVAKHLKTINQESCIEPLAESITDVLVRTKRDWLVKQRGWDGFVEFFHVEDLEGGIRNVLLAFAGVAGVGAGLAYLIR
Mcl1 Noxa PPI: Mcl-1/Noxa interaction inhibition; 220,000 compounds, 1.5% hits; AID 1022; TR-FRET Mcl-1/Noxa peptide binding, 2 h; inhibition, % at 21.7 µM;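 active = compounds that cut the protein-peptide binding signal by more than 50% relative to plate controls in a single-dose test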;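 also: His-tagged Mcl-1 with rhodamine Noxa BH3 peptide and terbium anti-His antibody; 0% = Mcl-1 plus Noxa peptide wells and 100% = peptide-only wells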
Bcl-2 Bim block: human Bim-Bcl-2 interaction inhibition. 190,000 compounds, 0.06% hits. AID 950. inhibition, % at 10 µM. P10415. Bead-based flow cytometry, Bim peptide-Bcl-2 binding; in the data active = inhibition above about 40%; inconclusive = no clear call, values can overlap the other calls;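 also: 0% = no compound wells with probe peptide and 100% = reference peptide inhibitor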
RGS4-Gao reg: modulates binding of RGS4 to human Galphao; P09471; Multiplexed bead flow cytometry; actives lie on both sides; binding response (% of control), % at 10 µM; 220,000 compounds, 0.33% hits; AID 1415; in the data active = binding response below about 49% or above about 150%; inactive = in between;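 also: fluorescent Galphao activated with aluminum fluoride binding bead-coupled RGS4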
Mcl1 Bid PPI: disrupts binding of human Mcl-1 to Bid peptide; Q07820; TR-FRET Mcl-1/Bid-Dy647 peptide binding, 1536-well; inhibition, % at 21.7 µM; 220,000 compounds, 0.97% hits; AID 1021;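 active = compounds that cut the binding signal by more than half at the single screening dose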;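 also: His-tagged Mcl-1 with europium anti-His antibody binding Bid BH3 peptide; 0% = Mcl-1 plus peptide wells and 100% = peptide-only wells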
Bim-Bcl-W: human Bim-Bcl-W interaction inhibition; Q92843; 190,000 compounds, 0.02% hits; inhibition, % at 10 µM; bead-based flow cytometry, Bim peptide-Bcl-W binding;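 also: 0% = bound tracer without compound and 100% = peptide blocker; higher means less fluorescent Bim peptide bound to Bcl-W beads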
Target sequence (Q92843 whole entry, looked up): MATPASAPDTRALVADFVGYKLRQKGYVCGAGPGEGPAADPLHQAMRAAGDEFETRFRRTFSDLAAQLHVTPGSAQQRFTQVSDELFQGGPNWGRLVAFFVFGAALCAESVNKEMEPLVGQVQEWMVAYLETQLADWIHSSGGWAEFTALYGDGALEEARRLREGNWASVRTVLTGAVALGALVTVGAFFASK
RGS7-Gao: modulates binding of RGS7 to human Galphao. P09471. Multiplexed bead flow cytometry; actives lie on both sides. binding response (% of control), % at 10 µM. 220,000 compounds, 0.35% hits. AID 1439; in the data active = binding response below about 49% or above about 150%; inconclusive = no clear call, values can overlap the other calls; inactive = in between;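 also: fluorescent Galphao held in activated GDP-AlF4 state binding bead-coupled RGS7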
Bim-Bcl-B: inhibitors of Bim-Bcl-B interaction, human; inhibition, % at 10 µM; bead-based flow cytometry, Bim peptide-Bcl-B binding; AID 951; Q9HD36; 190,000 compounds, 0.073% hits;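 also: 0% = tracer peptide without compound and 100% = reference inhibitor peptide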
Target sequence (Q9HD36 whole entry, looked up): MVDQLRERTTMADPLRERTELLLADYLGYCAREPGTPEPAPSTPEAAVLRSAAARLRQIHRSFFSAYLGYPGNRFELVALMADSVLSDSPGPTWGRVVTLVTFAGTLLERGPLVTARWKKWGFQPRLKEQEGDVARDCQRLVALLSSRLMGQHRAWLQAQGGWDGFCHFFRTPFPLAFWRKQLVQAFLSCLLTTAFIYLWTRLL
Bcl-XL Bim block: inhibitors of Bim-Bcl-XL interaction, human; Q07817; Bim peptide-Bcl-XL binding, bead flow cytometry, fluorescence; inhibition, % at 10 µM; 190,000 compounds, 0.04% hits
RGS8-Gao: human RGS8-Galphao interaction regulation | response (percent of control binding), % at 10 µM | multiplexed bead flow cytometry, RGS8-Galphao binding; actives lie on both sides | 220,000 compounds, 0.34% hits | P09471; in the data active = response below about 60% or above about 140%; inactive = in between;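 also: Galphao activated as the GDP aluminium fluoride complex binding bead-coupled RGS8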
Bim-Bfl-1: disrupts Bim binding to human Bfl-1; inhibition, % at 10 µM; Q16548; Bead-based flow cytometry, Bim-Bfl-1 binding inhibition; AID 1008; 190,000 compounds, 0.12% hits;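 also: 0% = wells without compound plus tracer and 100% = blocker peptide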
Numbers without * were called inactive; ? = inconclusive; nt = not tested or not shown. Rule as the data show it, unless noted: active = inhibition above about 40%.

SMILES	Mcl-1 Bim block	Mcl1 Noxa PPI	Bcl-2 Bim block	RGS4-Gao reg	Mcl1 Bid PPI	Bim-Bcl-W	RGS7-Gao	Bim-Bcl-B	Bcl-XL Bim block	RGS8-Gao	Bim-Bfl-1
CCOC(=O)C1C(c2ccccc2Cl)NC(=O)N(C)C1(O)C(F)(F)F (centres undefined)	2	2	-2	102	-15	11	100	-1	0	99	-8
Cc1ccc(CS(=O)(=O)CCC(=O)NCCCN2CCCC2=O)cc1	-3	4	-3	96	-6	-4	94	-3	-6	96	-3
Cc1sc(N(C(=O)CCc2ccccc2)c2ccc(C(=O)O)cc2)nc1-c1ccccc1	-3	7	-2	101	5	-1	98	-2	-3	100	-6
CN1CCN(C(=O)c2cc3nc(-c4ccccc4)cc(-c4ccccc4)n3n2)CC1	-1	6	-5	97	-43	-1	95	0	-7	100	-10
COc1ccc(C2C(C(=O)N3CCOCC3)=C(C)NC3=C2C(=O)CC(C)(C)C3)c(OC)c1 (centres undefined)	0	-4	3	102	-30	1	100	2	1	105	6
O=C(COC(=O)c1nn(-c2ccccc2)c(=O)c2ccccc12)NC1CCS(=O)(=O)C1 (centres undefined)	3	0	3	103	-14	4	104	-1	0	105	-1
CCOC(=O)N1CCC(N2CC34C=CC(O3)C(C(=O)Nc3ccc(OCC)cc3)C4C2=O)CC1 (centres undefined)	-1	-6	-6	106	-15	0	104	-7	-4	105	-10
CCCN(CCC)CCCNC(=O)c1cc2c(=O)n(C)c3ccccc3c2n1C	-1	22	-6	102	-17	0	103	-7	-4	104	-10
COC(=O)c1ccc2c(=O)n(CCCCCC(=O)NCCNC(C)=O)c(=O)[nH]c2c1	-2	0	-4	96	-6	-3	97	-6	-6	94	-7
O=C(CCN1CCN(CCO)CC1)Nc1ccc(Br)cc1	1	-13	-1	87	-23	0	96	-5	0	98	-5
COc1nc(SCC(=O)Nc2ccccc2Cl)nc(N(C)C)n1	nt	27	nt	98	12	nt	?	nt	nt	99	nt
Cc1cc(C(=O)c2cnc(/N=C/N(C)C)s2)cc(C)c1O	-5	14	0	101	-56	0	99	-2	-1	102	-3
CC(C)c1nnc(NC(=O)CSc2nnc(NC(=O)c3c(F)cccc3F)s2)s1	0	11	7	103	-1	0	100	1	-1	101	5
Cn1c(NNC(=O)C2CCCCC2)cc(=O)n(C)c1=O	-6	3	-6	102	-55	-4	104	-6	-2	100	-8
O=C(O)Cc1ccc2[nH]c3ccc(CC(=O)O)cc3c2c1	5	27	-7	99	10	3	101	-3	2	102	-8
CCC(C)(C)n1nnnc1C(c1ccc(C)cc1)N1CCCC1 (centres undefined)	1	30	-5	104	-2	-3	104	-6	-3	105	-14
C=CCOCC(O)CS(=O)(=O)Cc1ccc(Cl)cc1 (centres undefined)	0	18	-3	95	-2	-2	105	-1	-7	103	-4
Cn1nc(C(F)(F)F)c(C(=O)Nc2cccc(C(F)(F)F)c2)c1SCc1ccc(Cl)cc1	2	22	-3	103	3	2	100	-5	-1	101	-9
COc1ccc(N2CCN(C(=O)NC3CCCCC3)CC2)cc1	0	16	-1	104	-33	-2	101	-5	-4	106	0
CCOC(=O)c1c(NC(=O)Cn2nc(C(=O)O)c3ccccc3c2=O)sc(CC)c1C	0	3	-1	107	-44	-1	?	-6	0	105	-3
CCOc1ccc(CC(C(=O)NN)C(=O)NN)cc1CN(C)C	-1	8	-3	95	-18	0	93	0	-4	98	-3
O=C1CC(SC2=NCCS2)C(=O)N1c1cccc(Cl)c1Cl (centres undefined)	0	7	0	106	0	-2	112	-2	-2	103	1
Cc1ccccc1NC(=S)NCC(c1cccnc1)N(C)C (centres undefined)	-3	5	-10	98	-85	-4	94	-10	-7	99	-15
Cc1nc(NCCc2ccc(S(N)(=O)=O)cc2)c2c3c(sc2n1)CCC3	-1	26	-8	92	-20	0	96	-13	-10	94	-11
Cn1ccnc1C1CCCCN1C(=O)c1cc(COc2ccc(F)cc2Cl)on1 (centres undefined)	2	0	3	103	-8	4	102	0	2	102	-1
CCc1ccccc1N(CC(=O)N/N=C/c1ccc(OC(=O)OC)c(OC)c1)S(C)(=O)=O	1	7	1	102	-12	0	101	1	1	101	-1
O=C(Cc1ccccc1)c1c[nH]c(C(=O)O)c1	3	9	0	101	0	0	102	-2	5	99	-4
O=[N+]([O-])/C(=C\Nc1ccccc1)S(=O)(=O)c1ccccc1	0	13	0	93	-36	0	97	-5	2	99	0
O=C(O)CCCCCN=C1CCc2ccccc2N1	-2	-39	0	102	-6	0	100	0	0	101	0
O=C(O)CCc1nn2c3ccccc3n(Cc3ccccc3F)c2nc1=O	0	10	-2	101	2	-2	96	-2	0	99	-6

Entries of single compounds, quoted from the list. Screens in order: Mcl-1 Bim block	Mcl1 Noxa PPI	Bcl-2 Bim block	RGS4-Gao reg	Mcl1 Bid PPI	Bim-Bcl-W	RGS7-Gao	Bim-Bcl-B	Bcl-XL Bim block	RGS8-Gao	Bim-Bfl-1
`CCC(C)(C)n1nnnc1C(c1ccc(C)cc1)N1CCCC1` (centres undefined) across the screens: 1	30	-5	104	-2	-3	104	-6	-3	105	-14
`Cn1nc(C(F)(F)F)c(C(=O)Nc2cccc(C(F)(F)F)c2)c1SCc1ccc(Cl)cc1` across the screens: 2	22	-3	103	3	2	100	-5	-1	101	-9
`Cc1ccccc1NC(=S)NCC(c1cccnc1)N(C)C` (centres undefined) across the screens: -3	5	-10	98	-85	-4	94	-10	-7	99	-15
`COc1ccc(N2CCN(C(=O)NC3CCCCC3)CC2)cc1` across the screens: 0	16	-1	104	-33	-2	101	-5	-4	106	0

Additional results:
SMILES	Mcl-1 Bim block	Mcl1 Noxa PPI	Bcl-2 Bim block	RGS4-Gao reg	Mcl1 Bid PPI	Bim-Bcl-W	RGS7-Gao	Bim-Bcl-B	Bcl-XL Bim block	RGS8-Gao	Bim-Bfl-1
COc1ccc(-c2noc(CSc3nc4ccccc4c(=O)n3-c3ccccc3)n2)cc1	-6	0	-11	101	-5	1	95	-9	-4	100	-11
O=C(CCCn1c(=S)[nH]c2cc3c(cc2c1=O)OCO3)N1CCN(c2ccccn2)CC1	0	22	0	97	-32	-2	99	-14	-5	98	1
Cc1ccc(C(CC(=O)c2ccco2)SCCO)cc1 (centres undefined)	-2	-12	-4	102	-34	0	102	-9	-11	101	-15
O=C1CCC(C(=O)NCc2ccc3c(c2)OCO3)N1 (centres undefined)	-1	0	-1	100	-39	-1	?	-3	0	100	-4
CCOC(=O)Nc1ccc(Cc2ccncc2)cc1	-1	13	1	104	-1	-4	101	-3	-4	99	-5
NC(=O)c1cnn(C2CCS(=O)(=O)C2)c1 (centres undefined)	-3	4	1	104	-8	0	103	-6	-2	102	-4
CCOc1ccc(NC(=O)c2cc3c(C)nc4ccccc4c3o2)cc1	1	42	-6	99	52*	2	99	-6	-2	102	-8
CC1CN(CCCSc2ccc(Cl)cc2)CC(C)O1 (centres undefined)	-2	25	-3	100	20	-1	98	-5	-1	101	-2
CC(=O)N(C)c1ccc(NC(=O)C(Sc2ccccc2)c2ccccc2)cc1 (centres undefined)	0	14	-6	98	-7	-3	?	-5	-7	100	-8
COC(=O)/C=C1\SC(=NC(=O)c2cccc(Cl)c2)NC1=O	2	5	2	107	-23	3	107	-5	0	101	-7
CCOC(=O)c1ccc(NC(=O)CC2SCCNC2=O)cc1 (centres undefined)	1	7	-1	91	-47	-2	90	2	-1	95	-2
O=C(NC1CCS(=O)(=O)C1)c1cccc(S(=O)(=O)N2CCOCC2)c1 (centres undefined)	2	13	-6	102	-19	2	97	-3	-1	102	-6
Cc1ccc(NC(=S)N(CCN(C)C)C(C)c2cccnc2)cc1 (centres undefined)	-1	-7	0	97	-28	-1	94	-5	-5	98	-5
CN(Cc1ccccc1)C(=O)COC(=O)Cn1cnc2ccccc21	-1	4	0	102	0	-1	102	-6	-1	99	-3
Cc1nc(-c2ccccn2)nc(SCC(=O)c2ccc(F)cc2)c1Cl	nt	24	nt	102	-31	nt	?	nt	nt	103	nt
CCOC(=O)C1=C(C)N(CCCC(=O)NCc2ccc3c(c2)OCO3)C(=O)NC1c1ccc(Br)cc1 (centres undefined)	-2	8	0	104	-9	-2	101	-5	-1	102	0
COc1ccc(/C=C2\SC(=S)N(Cc3cccnc3)C2=O)cc1C	2	2	-2	95	-3	-1	89	-14	-4	96	-17
CN1CCCC(OC(=O)COc2ccc(Br)cc2)C1 (centres undefined)	0	-6	-6	102	-35	1	101	-1	1	101	-10
O=C(Cn1cnc([N+](=O)[O-])n1)N/N=C/c1ccccc1O	0	14	-3	92	-29	3	91	0	-4	97	-3
O=C(Nc1ccc2nc(-c3ccc(Br)o3)[nH]c2c1)c1ccco1	1	28	1	96	-25	0	98	-2	0	96	3
Cc1cccc(N(C(=O)Cc2cccs2)C(C(=O)NC2CCCC2)c2ccsc2)c1 (centres undefined)	-1	2	-1	108	1	-6	109	-6	-1	111	-5
COc1ccccc1NC(=O)/C(C#N)=C/C=C/c1ccco1	-2	9	-6	100	-25	-1	98	-9	-4	98	-14

5 entries already listed, arranged by heavy-atom count, descending.
SMILES	Mcl-1 Bim block	Mcl1 Noxa PPI	Bcl-2 Bim block	RGS4-Gao reg	Mcl1 Bid PPI	Bim-Bcl-W	RGS7-Gao	Bim-Bcl-B	Bcl-XL Bim block	RGS8-Gao	Bim-Bfl-1
Cc1cccc(N(C(=O)Cc2cccs2)C(C(=O)NC2CCCC2)c2ccsc2)c1 (centres undefined)	-1	2	-1	108	1	-6	109	-6	-1	111	-5
Cc1nc(-c2ccccn2)nc(SCC(=O)c2ccc(F)cc2)c1Cl	nt	24	nt	102	-31	nt	?	nt	nt	103	nt
O=C(Nc1ccc2nc(-c3ccc(Br)o3)[nH]c2c1)c1ccco1	1	28	1	96	-25	0	98	-2	0	96	3
COc1ccccc1NC(=O)/C(C#N)=C/C=C/c1ccco1	-2	9	-6	100	-25	-1	98	-9	-4	98	-14
CN1CCCC(OC(=O)COc2ccc(Br)cc2)C1 (centres undefined)	0	-6	-6	102	-35	1	101	-1	1	101	-10

Assay outcomes from PubChem BioAssay.
